Source: PubChem BioAssay (National Center for Advancing Translational Sciences (NCATS))
Peg3 imprint – induces erasure of genomic imprints in mouse ES cells. mouse ES Peg3-LacZ reporter, beta-gal luminescence, 40 h. Potency, µM (series often up to 60.7 µM), inactives show top-dose activity change, positive = activation, hits mostly activators. 110,000 compounds, 0.02% hits. AID 1948;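 note: 0% = negative control wells on the plate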
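Imprint erasure is scored as LacZ activity from the silenced maternal Peg3 allele in feeder-free female ES cells cultured 40 h with LIF. Luminescence is normalized to in-plate negative controls and fitted to the Hill equation.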
IkB sig inh – inhibitors of IkB signaling in ABC-DLBCL cells; ABC-DLBCL IkBa-CBG/CBR dual luciferase ratio, 4 h; response scale: scaled: untreated 0%, proteasome inhibitor 100%; Potency, µM (series often up to 57.1 µM), for the others: at the top dose IkBa stabilization activation; 110,000 compounds, 0.04% hits; AID 445; active = well fitted curve in the direction sought with a large enough effect in the signal ratio, not every such curve was filed as active; inconclusive = small, poorly fitted or top-dose-only effect, or a change in a side signal; the % refers to the signal ratio;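 note: the direction sought is a rising ratio; 0% = basal untreated cells and 100% = reference inhibitor full response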
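Luminescence ratio of IκBα-fused green versus native red beetle luciferase in OCI-Ly3 cells, 4 h post-doxycycline with compound; red signal alone, scaled from basal (0%) to zero light (-100%), flagged nonspecific or cytotoxic effects.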
p53ts 39C kill – cytotoxicity in p53ts cells at nonpermissive temperature. H1299-p53A138V viability at 39C, ATP luminescence, 24 h. Potency, µM (series often up to 46.1 µM), for inactives: at the highest dose activity change, negative = cell killing, usual class: cytotoxic. 130,000 compounds, 1.5% hits; note: nearly all actives have a fitted effect of over 55% in size
p53ts 32C kill – p53ts cell cytotoxicity, permissive temperature | AID 924 | 130,000 compounds, 0.93% hits | Potency, µM (highest dose often 46.1 µM), for inactives: at the top dose activity change, negative = cytotoxicity, usual class: cytotoxic | H1299-p53A138V at 32C, ATP luminescence viability, 24 h;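 note: 0% = DMSO and -100% = full killing by reference compound; nearly all actives have a fitted effect of over 55% in size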
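Viability by ATPlite luminescence after 24 h compound treatment (up to 46 uM) at the permissive 32C. Cells are H1299 carrying p53 A138V. Scale runs from DMSO basal to 100 uM tamoxifen as full kill; AC50 from Hill fits.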
Numbers without * were called inactive; ? = inconclusive; . = no result given; [ ] = remark or other dose. Unless noted, calls come from the whole dose curve; as a rule, active = well fitted curve in the direction sought with a large enough effect; inconclusive = small, poorly fitted or top-dose-only effect, or another doubt; inactive = no such curve, though single readings can be large; an effect the other way counts as inactive or inconclusive. Unless noted, % is set by controls: 0 for no effect and ±100 for the full control effect; potency is the fitted concentration of half-maximal effect.

Order of values – Peg3 imprint, IkB sig inh, p53ts 39C kill, p53ts 32C kill
Cc1ccc(C(=O)NCC(c2cccs2)S(=O)(=O)c2cccs2)cc1 (stereo not drawn)
 : 1%[10.9 µM], 0.8%, -4%, 1%
O=c1c2ccccc2nnn1CSc1nc2cc(Cl)ccc2c(=O)n1Cc1ccco1
 : -8%, 2.4%, 11%, -3%
CCCCCCNC(=O)Nc1ccccc1
 : -24%, 1.9%, 6%, -8%
O=C(CSc1nnc(-c2ccco2)n1Cc1ccccc1)NCc1ccccc1
 : ., ., 7%, -12%
CCC1CN(C(=O)N2CCC(C(=O)NCc3ccc(C)o3)CC2)c2ccccc2O1 (stereo not drawn)
 : 8%[10.9 µM], -0.3%, -16%, -7%
O=C(Nc1ccccc1F)c1ccc(S(=O)(=O)NCC2CCCO2)cc1 (stereo not drawn)
 : -16%, 5.8%, -4%, 1%
COc1ccc(-c2noc(CSc3nc4ccc(C)cc4[nH]3)n2)cc1
 : 19%[10.9 µM], ?, 2%, -7%
CCOc1ccc(N(CC(=O)NCc2cccc(OC)c2)S(=O)(=O)c2c(C)noc2C)cc1
 : -20%, 1.2%, -2%, 3%
Cc1ccc(-n2ncc(C(=O)N3CCN(C4CCCCC4)CC3)c2C2CCN(C(=O)OC(C)(C)C)CC2)cc1
 : -5%[10.9 µM], ?, -4%, 1%
COc1ccc(OCC(O)Cn2c(=N)n(CCN3CCOCC3)c3ccccc32)cc1 (stereo not drawn)
 : -13%, 0.2%, -10%, -9%
COC(=O)c1sccc1NC(=O)C1C2C=CC(O2)C1C(=O)O (stereo not drawn)
 : 2%, 1.2%, 8%, -5%
C#CCNc1nc(C)nc2c1nnn2Cc1ccccc1F
 : -1%, 1.4%, 2%, -9%
COc1ccc(NC(=O)CCNS(=O)(=O)c2cccc3nonc23)cc1
 : -8%[10.9 µM], -0.4%, 34%[activator], -3%
CC(C)NC(=O)C1CCN(C(=O)C(C(=O)c2ccccc2)n2cc(Cl)ccc2=O)CC1 (stereo not drawn)
 : 4%, 0.3%, 14%, 8%
O=C(CCCCCn1c(=O)[nH]c2ccccc2c1=O)N1CCN(c2ccc(Cl)cc2)CC1
 : 3%[10.9 µM], -3.3%, -11%, -17%
CN1CCN(C(=O)C2CCC(CNS(=O)(=O)c3cccc4cccnc34)CC2)CC1 (stereo not drawn)
 : -10%, -4.2%, 4%, 3%
CCOc1ccc(C(CC(=O)O)NS(=O)(=O)c2ccc(C)cc2)cc1OC (stereo not drawn)
 : -8%, 0.2%, 2%, 16%
O=C(c1cc(S(=O)(=O)N2CCCC2)c[nH]1)N1CCN(c2cccc(Cl)c2)CC1
 : -7%[10.9 µM], 0.7%, -14%, -5%
CCOC(=O)c1sc(NC(=O)c2cc(S(=O)(=O)N3CCOCC3)ccc2C)nc1C
 : -13%, 4.0%, -5%, -3%
COCCCn1c(SCC(=O)N2CCc3ccccc32)nnc1-c1ccoc1C
 : -2%, ?, 8%, 5%
COC(=O)c1ccc(C23CC4(C2)[C@H](CN(Cc2ccc(C(F)(F)F)cc2)[C@@H]4c2ccccc2)C3c2ccc(Cl)nc2)cc1 (stereo partly drawn)
 : -11%, ., -4%, 8%
O=C(NCCN1CCN(c2ccccc2)CC1)c1cccn2c(=O)c3ccccc3nc12
 : ?, -1.1%, -7%, 1%
Cc1ccc(/C=C/C(=O)Nc2nc(-c3cccs3)ns2)cc1
 : -6%[10.9 µM], -2.4%, -3%, -8%
COC(=O)Cc1c(C)c2cc3c(c(C)c2oc1=O)OCN(CCc1ccc(F)cc1)C3
 : -11%[10.9 µM], ?, -14%, -5%
Nc1nc(CSCc2ccccc2)nc(N2CCOCC2)n1
 : -7%, -0.7%, -4%, -6%
Cc1ccc(NC(=O)CSCC(=O)N2CCOCC2)cc1
 : ., ., 12%, -1%
Cc1cccc(C2NC(=O)c3c(sc4c3CCN(C)C4)N2)c1O (stereo not drawn)
 : -14%[10.9 µM], 21%, -21%, -6%
Cc1ccc(C(C(=O)NCCc2ccccc2)N(C(=O)c2csnn2)C2CC2)o1 (stereo not drawn)
 : -7%, 0.9%, -10%, 4%
COc1ccc(-c2[nH]nc3nc(-c4cc(OC)c(OC)c(OC)c4)cc(C(=O)O)c23)cc1
 : -13%[10.9 µM], 0.1%, ?, -17%
CCOC(=O)CCCc1sc(N)nc1-c1[nH]c(=O)[nH]c1C
 : -4%, 0.3%, -12%, -1%
CCCC/C=C/C(NC(=O)c1ccc(C(F)(F)F)cc1)c1ccccc1 (stereo not drawn)
 : -11%, ., -9%, 6%
CCN(C(=O)Cn1c(=O)oc2cc(S(=O)(=O)N3CCCCCC3)ccc21)c1cccc(C)c1
 : -14%[10.9 µM], ?, 2%, -6%
Cc1csc2nc(CNS(=O)(=O)c3cccnc3)cn12
 : ?, 1.5%, 5%, -8%
COc1ccc(-n2c(SCC#N)nc3ccccc3c2=O)cc1
 : -9%, 1.1%, 15%, 6%
Cc1cc(C)cc(NS(=O)(=O)c2ccc3[nH]cc(C(=O)NCc4ccccc4Cl)c(=O)c3c2)c1
 : -16%[10.9 µM], 2.9%, -8%, 19%
CC1(C)CC(=O)C(C=NCC2CCNCC2)=C(O)C1
 : -13%, 1.6%, 4%, -3%
CCOc1ccccc1CNC(=O)c1c(C)oc2ncnc(N3CCOCC3)c12
 : -9%[10.9 µM], -1.3%, -13%, 5%
O=C(COc1ccccc1F)Nc1ccc(S(=O)(=O)NCc2ccco2)cc1
 : -3%, 7.8%, -8%, -3%
CCC1Oc2ccc(C)cc2N(CC(=O)N(Cc2ccc(C)o2)C2CC(C)(C)NC(C)(C)C2)C1=O (stereo not drawn)
 : ., ., -16%, 0%
COc1cccc(CNC(=O)CN2C(=O)COc3ccc(S(=O)(=O)Nc4ccccc4)cc32)c1
 : 13%[10.9 µM], ?, 6%, -11%
O/N=C1/CCCCc2sccc21
 : -5%, -0.1%, -2%, 3%
Cc1cccn2c(=O)c3cc(C#N)c(=N)n(CCN4CCOCC4)c3nc12
 : -4%, 0.2%, 2%, -8%
COc1ccc(-n2nnc3c(SCC(=O)NCc4ccco4)ncnc32)cc1
 : ., ., -6%, -4%
Cc1nc2ccccc2c(=O)n1CC(=O)N1CCOCC1
 : -10%, 0.0%, -8%, -1%
CCOc1ccc(Nc2nc(Cc3nnc(SCC(=O)N(CC)CC)n3C)cs2)cc1
 : ., ., -8%, -4%
COc1ccc(N2CCN(c3nc(NCCO)nc(N4CCOCC4)n3)CC2)cc1
 : ?, -1.1%, 3%, 12%
CC(=O)OC1CC[C@@]2(C)C3CC[C@@]4(C)C(CC5O[C@@]6(CCC(C)CO6)C(C)C54)C3CC[C@@H]2C1 (stereo partly drawn)
 : -5%, ., -4%, -7%
c1cncc(CNc2nc(-c3ccc4c(c3)OCO4)nc3ccccc23)c1
 : ?, 0.3%[11.4 µM], -19%, -15%
CCOc1ccc(N(CC(=O)NCC2CCCO2)S(=O)(=O)c2ccc(OC)c(OC)c2)cc1 (stereo not drawn)
 : -3%, 4.4%, 13%, 7%
c1ccc2c(c1)[nH]c1ccccc12
 : -1%, 1.4%, 6%, 9%[1.84 µM]
COc1cc(OC)cc(C(=O)NCC(=O)OCC(=O)c2ccc3c(c2)-c2ccccc2C3)c1
 : ., ., -15%, -11%
CCOc1ccccc1NC(=O)c1nnn(CC(=O)Nc2ccccc2CC)c1N
 : 11%[10.9 µM], 0.4%, 17%, 11%
CCCN(Cc1cccs1)C(=O)Nc1ccc(Br)cc1F
 : -10%[10.9 µM], 0.1%, -5%, 2%
O=C(NCc1cccs1)O[C@H]1C[C@H]2CC[C@@H]1C2
 : -3%[10.9 µM], -0.6%[11.4 µM], 0%[9.22 µM], 7%[9.22 µM]
Cc1ccc2c(=O)cc(C(=O)Nc3c(C)n(C)n(-c4ccccc4)c3=O)oc2c1
 : -2%[10.9 µM], 0.6%, -4%, -2%
CCCOc1ccc(C(=O)Nc2ccc3oc(-c4cccc(Cl)c4Cl)nc3c2)cc1
 : -14%[10.9 µM], 8.9%, 7%, 4%
N#C/C(=C/c1ccc(Br)o1)C(N)=O
 : ., ., 12%, 6%
CCN1CCN(CC(=O)Nc2ccc(Cl)c(Cl)c2)C(=O)C1=O
 : -4%, 3.6%, -4%, -7%
Cc1ccc(-c2nnc(CSc3nnc(COc4ccccc4)n3-c3ccc(C)cc3)o2)cc1
 : -27%, 4.7%, 17%, 41%[activator]
COc1ccccc1-c1noc(CCC(=O)Nc2ccc(C)cc2C)n1
 : 10%[10.9 µM], ?, -11%, -6%

Some entries already given, reduced to IkB sig inh, Peg3 imprint and p53ts 32C kill.
SMILES,IkB sig inh,Peg3 imprint,p53ts 32C kill
N#C/C(=C/c1ccc(Br)o1)C(N)=O,.,.,6%
CCN1CCN(CC(=O)Nc2ccc(Cl)c(Cl)c2)C(=O)C1=O,3.6%,-4%,-7%

Following part.
Order of values – Peg3 imprint, IkB sig inh, p53ts 39C kill, p53ts 32C kill
OCC(CO)(CO)n1cnnn1
 : -4%, -2.1%, 4%, 0%
NC(=O)NC1CCCc2c1[nH]c1ccc(Cl)cc21 (stereo not drawn)
 : -8%, -0.6%, -8%, 4%
CCOC(=O)C1=C(C)N=C2SCCC(=O)N2C1c1sccc1C (stereo not drawn)
 : -11%, -1.5%, 6%, -4%
CC(=O)OC[C@@H]1O[C@@H](O/N=C2/C[C@@H](O)[C@@H](O)[C@@H]3[C@@H]4C(=O)N(C(C)(C)C)C(=O)[C@H]4CC[C@H]23)[C@H](OC(C)=O)[C@H](OC(C)=O)[C@@H]1OC(C)=O
 : ., ., -2%[9.22 µM], -2%[9.22 µM]
Cc1ccccc1CNC(=O)C(=O)NCC(c1ccco1)S(=O)(=O)c1ccccc1 (stereo not drawn)
 : -9%[10.9 µM], ?, -12%, 7%
OCCSCc1ccccc1
 : -10%[10.9 µM], 1.2%[11.4 µM], 6%[9.22 µM], 9%[9.22 µM]
Cc1oc(-c2ccc(C(=O)NCCc3ccc(Cl)cc3)cc2)nc1CSc1ccccc1
 : 15%[10.9 µM], -0.2%, -21%, -16%
CSc1nnc(COc2ccc(C)cc2)n1N
 : ., ., 3%, -5%
COc1ccccc1NC(=O)Cn1c(=O)n(CCC(=O)NCC2CCCO2)c(=O)c2cc(OC)c(OC)cc21 (stereo not drawn)
 : -8%[10.9 µM], 0.6%, -6%, -14%
Cc1cc(NC(=O)CSc2nc3ccccc3n2CC(=O)N2CCC(C)CC2)no1
 : ., ., -9%, -21%
Cc1ccc(CNC(=O)c2cc(=O)c3cc(C)c(C)cc3o2)cc1
 : 12%[10.9 µM], -0.6%, -23%, 7%
O=c1c2ccccc2nc2ccc(NCc3ccco3)nn12
 : -49%[inhibitor], ?, ?, ?
CCOCCCn1c(=N)c(C(=O)NCc2ccco2)cc2c(=O)n3ccccc3nc21
 : -7%[10.9 µM], 0.1%, 1%, -10%
O=C1c2ccccc2C(=O)N1CCc1nc2ccccc2c(=O)n1-c1ccccn1
 : 4%, -1.2%, 4%, -17%
O=C(O)c1ccc(CS(=O)(=O)c2cccc(C(F)(F)F)c2)o1
 : 6%, -3.6%, -9%, 2%
O=c1cc(-c2cccc(O)c2)oc2cccc(O)c12
 : -19%, ., -4%, -3%
O=C(Nc1ccccc1)N1CCCC2(CCN(C(=O)c3cnccn3)CC2)C1
 : ., 4.1%[11.4 µM], 12%, -2%

Single records, from the list above. Screens in order: Peg3 imprint	IkB sig inh	p53ts 39C kill	p53ts 32C kill
Profile of `Cc1ccccc1CNC(=O)C(=O)NCC(c1ccco1)S(=O)(=O)c1ccccc1` (stereo not drawn) : -9%[10.9 µM]	?	-12%	7%
Profile of `NC(=O)NC1CCCc2c1[nH]c1ccc(Cl)cc21` (stereo not drawn) : -8%	-0.6%	-8%	4%
Profile of `Cc1ccc(CNC(=O)c2cc(=O)c3cc(C)c(C)cc3o2)cc1` : 12%[10.9 µM]	-0.6%	-23%	7%
Profile of `O=c1cc(-c2cccc(O)c2)oc2cccc(O)c12` : -19%	.	-4%	-3%
Profile of `OCC(CO)(CO)n1cnnn1` : -4%	-2.1%	4%	0%

Hits appear at their usual frequency. About 1.7% of those tested had a hit in this group.
